PKM2 activator: activators of human pyruvate kinase M2; purified PKM2, Kinase-Glo ATP luminescence, activation; response scale: 0% is enzyme alone, no compound; Potency, µM (doses to about 57.5 µM), without a hit: top-dose activation, most hits filed as activators; 0.34% of 260,000 active; further: potency means the concentration at half of the fitted maximal effect; on the % scale 0 is the no-effect control and ±100 the full control effect; nearly all actives have a fitted effect of over 55% in size
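Purified hPK-M2 (>95%) run at intermediate activity with 0.1 mM ADP and 0.5 mM PEP in 50 mM imidazole pH 7.2, KCl, MgCl2; 1 h room temperature. ATP formed read by Kinase-Glo luminescence; normalized to uninhibited and no-enzyme controls.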
Menin MLL FP TR: inhibitors of human menin-MLL interaction, mutant MLL peptide. O00255. AID 1768. Menin + Texas Red MLL mutant peptide, fluorescence polarization. 0.23% of 270,000 active. Potency, µM (titrated, usually from 61.6 µM), for the others: at the highest dose FP activity change, negative = inhibition, usual class: inhibitors; active means well fitted inhibition curve with a large enough effect in the polarisation, with a control signal flat, not every such curve was filed as active; inconclusive means small, poorly fitted or top-dose-only effect, or effect the other way, or a change in a side signal; inactive means no such curve, though single readings can be large or run the other way; the % refers to the polarisation; further: potency means the concentration at half of the fitted maximal effect; % of control where 0% means no effect; many of its hits are not listed in these tables
FBPA coupling cs: inhibits coupling enzyme system, counter-screen for aldolase hits. 0.67% of 290,000 active. coupling enzyme system counterscreen, AmpLite Red fluorescence. activity change, negative = inhibition, % at 58.2 µM, hits read low; in the data active means activity change below about -30%; further: on the % scale 0 is the no-effect control and ±100 the full control effect
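Final compound at 57.5 uM, incubated 10 min at RT with coupling enzyme reagent (glyceraldehyde-3-phosphate), then 20 min with substrate and AmpLite Red detection. Fluorescence read at 525/598 nm; tests interference with the coupling assay, not aldolase inhibition.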
hERG WT inh: KCNH2 (human, wildtype) channel inhibition. Q12809. U2OS, BacMam KCNH2, thallium flux FluxOr; hits give low values. activity change, % at 1.84 µM. 0.37% of 340,000 active. AID 720551;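 active means maximum activity change below -70%; inconclusive means maximum activity change between -70% and -50%; inactive means maximum activity change above -50%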; further: on the % scale 0 is the no-effect control and ±100 the full control effect
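U2OS cells were transduced with wild-type KCNH2 virus (2.03 x 10^8 / mL) for 4 h at room temperature, then cultured overnight at 37 C. Thallium flux was read with FluxOr dye. Rate constants were normalized to DMSO controls.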
GALK inhibitor: inhibitors of human galactokinase; Purified GALK, Kinase-Glo residual ATP luminescence; Potency, µM (titrated, usually from 57.5 µM), without a hit: top-dose activity change, negative = inhibition, hits mostly inhibitors; 0.007% of 270,000 active; AID 1868; further: potency means the concentration at half of the fitted maximal effect; on the % scale 0 is the no-effect control and ±100 the full control effect
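GALK at 5 nM final was combined with compound, 35 uM ATP and 100 uM galactose in HEPES pH8.0 with MgCl2 and DTT. The reaction ran one hour at room temperature before luminescent ATP detection.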
Giardia killer: Giardia lamblia killing. 0.15% of 340,000 active. Giardia lamblia trophozoite viability. activity change, % at 7.66 µM, hits read low; in the data active means activity change below about -80%; inconclusive means between about -30% and that limit;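 further: parasites exposed to compound for two days anaerobically before the ATP read; on the % scale 0 is the no-effect control and ±100 the full control effect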
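Giardia lamblia trophozoites (100 cells/well) were incubated with compounds for 48 h at 37 deg C under anaerobic conditions. Viability was read as ATP content by one-step luminescence after 15-30 min at room temperature.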
USP2a inh: USP2a (human) protease inhibition | USP2 core, Ub-CHOP2 coupled fluorogenic reporter, 485/531 | Potency, µM (highest dose often 38.3 µM), for the others: at the top dose activity change, negative = inhibition, most hits filed as inhibitors | 0.01% of 330,000 active;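 further: potency means the concentration at half of the fitted maximal effect; plate controls were DMSO wells for no effect and full inhibition by NEM control for full effect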
Target sequence (O75604 whole entry, looked up): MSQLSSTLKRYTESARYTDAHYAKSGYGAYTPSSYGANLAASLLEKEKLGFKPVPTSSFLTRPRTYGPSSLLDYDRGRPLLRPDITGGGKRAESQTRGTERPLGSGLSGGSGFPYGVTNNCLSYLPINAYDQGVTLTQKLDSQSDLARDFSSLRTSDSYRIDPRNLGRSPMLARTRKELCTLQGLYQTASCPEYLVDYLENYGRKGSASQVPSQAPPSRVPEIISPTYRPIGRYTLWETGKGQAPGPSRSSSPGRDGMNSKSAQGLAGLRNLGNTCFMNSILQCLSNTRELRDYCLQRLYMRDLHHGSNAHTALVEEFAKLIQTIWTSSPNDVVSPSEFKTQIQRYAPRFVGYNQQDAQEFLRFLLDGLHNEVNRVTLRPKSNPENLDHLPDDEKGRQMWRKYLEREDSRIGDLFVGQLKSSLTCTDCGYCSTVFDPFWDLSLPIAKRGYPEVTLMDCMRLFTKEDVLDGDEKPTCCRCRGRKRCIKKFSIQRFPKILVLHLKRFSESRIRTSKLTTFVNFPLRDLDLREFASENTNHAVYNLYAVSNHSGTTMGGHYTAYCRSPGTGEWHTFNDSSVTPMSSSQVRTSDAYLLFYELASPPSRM
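Deubiquitinase activity read as fluorescence (485/531 nm) after Ub-CHOP2 cleavage activates the enterokinase reporter on its substrate; USP2 core 10nM, Ub-CHOP2 and substrate 25nM each, 30min compound preincubation then 60min RT; data normalized to NEM, curves fitted.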
CXXC DNA block: blocks binding of human MLL CXXC domain to DNA; Q03164; MLL-CXXC / FITC-HOXA9 DNA fluorescence polarization; Potency, µM (highest dose often 115 µM), without a hit: top-dose activity change, negative = inhibition, actives largely listed as inhibitors; 0.037% of 290,000 active; active means well fitted inhibition curve with a large enough effect in the polarisation, with a control signal flat, not every such curve was filed as active; inconclusive means small, poorly fitted or top-dose-only effect, or effect the other way, or a change in a side signal; inactive means no such curve, though single readings can be large or run the other way; the % refers to the polarisation; further: potency means the concentration at half of the fitted maximal effect
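Steps: dispense CXXC domain solution (7 uM) → pin compounds or unlabeled HOX-A9 DNA control → 5 min ambient → add FLSN-HOX-A9 solution (50 nM) → spin → 30 min ambient → fluorescence polarization. Tris pH 7.5/NaCl/DTT/BSA buffer.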
B2AR arrestin: agonists driving beta-arrestin recruitment to human beta2-adrenergic receptor; Potency, µM (top dose mostly 46.1 µM), for inactives: top-dose activation, actives largely listed as activators; beta-arrestin recruitment to beta2AR, cell-based reporter; 0.02% of 330,000 active; P07550; AID 492947;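 further: potency means the concentration at half of the fitted maximal effect; 0% = DMSO controls and full agonism = EC100 isoproterenol or metaproterenol; nearly all actives have a fitted effect of over 65% in size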
Target sequence (P07550 whole entry, looked up): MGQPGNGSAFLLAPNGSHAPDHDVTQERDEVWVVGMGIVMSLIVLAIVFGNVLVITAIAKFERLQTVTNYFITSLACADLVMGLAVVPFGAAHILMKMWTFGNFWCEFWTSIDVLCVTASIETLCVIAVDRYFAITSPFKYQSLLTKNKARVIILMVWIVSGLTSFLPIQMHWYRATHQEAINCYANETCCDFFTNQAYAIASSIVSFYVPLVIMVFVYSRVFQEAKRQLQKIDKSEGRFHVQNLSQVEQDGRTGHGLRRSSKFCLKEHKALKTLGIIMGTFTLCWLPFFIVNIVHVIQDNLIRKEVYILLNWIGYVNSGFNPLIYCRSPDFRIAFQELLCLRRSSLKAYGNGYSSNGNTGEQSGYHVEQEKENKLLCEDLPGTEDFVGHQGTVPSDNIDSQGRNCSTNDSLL
TRPV1 agonist: agonists of human vanilloid receptor 1 (TRPV1); Q8NER1; TRPV1-expressing cells, Fluo-8 calcium influx, agonist mode; activation, % at 8.33 µM; 0.19% of 320,000 active; AID 540275; in the data active means activation above about 80%; inconclusive means between about 30% and that limit; further: 0% is about no effect
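Cells expressing TRPV1 were dye-loaded with Fluo-8 and read kinetically: 10 s baseline, 3 min after compound (agonist portion), then 2 min after EC20 capsaicin (allosteric enhancer portion). Calcium-bound dye fluorescence at 480/520 nm.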
KCNH2 3.1 block: KCNH2 3.1 (human) potassium channel inhibition | activity change, % (tested at about 1.8 µM) | 0.95% of 340,000 active | AID 720553 | U2OS KCNH2 3.1, thallium flux FluxOr; hits give low values;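 active means maximum activity change below -70%; inconclusive means maximum activity change from -70% to -50%; inactive means maximum activity change above -50%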;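 further: thallium influx rate constant from kinetic fluorescence after stimulation buffer; on the % scale 0 is the no-effect control and ±100 the full control effect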
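Channel expression came from 3.1 mutant virus (1.77 x 10^8 /mL) applied to suspended U2OS cells for 4 h. Flux was tracked with FluxOr dye plus Red40 quencher, and kinetic rate constants normalized to controls.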
An asterisk follows results filed as active; ? = inconclusive; / = no result given; & = joins results of further samples; [ ] = another dose, or the depositor's remark. Unless noted, the call rests on the fitted dose curve; in most records, active means well fitted curve in the direction sought with a large enough effect; inconclusive means small, poorly fitted or top-dose-only effect, or another doubt; inactive means no such curve, though single readings can be large; an effect the other way counts as inactive or inconclusive. Some of the compounds tested; rates above refer to the full screens.

SMILES	PKM2 activator	Menin MLL FP TR	FBPA coupling cs	hERG WT inh	GALK inhibitor	Giardia killer	USP2a inh	CXXC DNA block	B2AR arrestin	TRPV1 agonist	KCNH2 3.1 block
O=C1c2ccccc2NC2(CCCCC2)N1N=C1CCCCC1	-1%	7%	-2	0	0%	-4	0%	6%	0.1%	8	7
CCNC(=O)CSc1nc2cc([N+](=O)[O-])ccc2n1-c1cccc(C(F)(F)F)c1	3%	11%	4	17	0%	-5	2%	17%	-0.4%	?	-16
Cc1ccc(-c2ccc(CCC(=O)O)n2Cc2ccco2)cc1	2%	10%	15	-1	2%	-1	1%	0%	0.1%	-3	1
N#C/C(=C\c1cccn1-c1ccccc1)C(=O)NC1CCCCC1	-8%	0%	-2	-5	-4%	3	3%	-2%	0.4%	-1	3
O=C(C1CCN(c2nnc(N3CCCC3=O)s2)CC1)N1CCN(c2cccc(C(F)(F)F)c2)CC1	/	-8%	-1	-3	0%	4	1%	12%	-0.1%	-9	-1
O=C(c1noc2c1CCCC2)N1CCc2c([nH]c3ccccc23)C1c1ccccn1 (stereo not given)	2%	16%	0	3	0%	-14	9%	-5%	-0.5%	6	8
Cc1cnc(C(=O)OC(C)C(=O)Nc2ccc3c(c2)OCCO3)cn1 (stereo not given)	1%	2%	0	6	1%	-5	2%	2%	-0.5%	0	2
CC(=O)Nc1nc2c(s1)C(=O)NCC(C)(C)C2	1%	/	1	0	0%	-1	2%	25%	-0.4%	0	6
CCN(CC)C1CCN(C(=O)c2cc(COc3ccccc3SC)on2)C1 (stereo not given)	18%	-14%	0	36	1%	-3	0%	4%	0.4%	-1	?
CC(C)OC(=O)C(C(=O)C(F)(F)F)c1cc(NS(=O)(=O)c2ccc3ccccc3c2)c2ccccc2c1O (stereo not given)	-4%	19%	-20	0	?	-3	-10%	3%	15%	15	-10
CCN(C(=O)COC(=O)/C(C#N)=C/c1ccc(OC)cc1)C1CCS(=O)(=O)C1 (stereo not given)	/	/	/	-1	/	-2	1%	/	0.2%	3	-3
Cc1ccc(CC2C(=O)N(c3ccc(F)cc3)C(=O)C2C)cc1 (stereo not given)	-4%	17%	2	-4	5%	-2	1%	-6%	-0.1%	30	-6
CCOc1ccc(CNC(=O)c2ccccc2NC(=O)C2=CSCCO2)cc1	/	/	/	-22	4%	?	2%	32%[activator]	0.2%	7	3
O=C1C=C(c2cccc(CO)c2)C[C@@H](c2ccc(Cl)cc2)C1	/	/	/	25	/	-16	1%	/	0.2%	?	9
CCOc1ccc2nc(NC(=O)c3ccc(OCC4CCCO4)cc3)sc2c1 (stereo not given)	0%	?	0	1	-4%	-3	0%	-6%	0.3%	8	0
NCCCn1c(C(=O)c2cc(Cl)c(N)c(Cl)c2)c2ccc([N+](=O)[O-])cc2[n+]1[O-]	/	/	/	25	/	?	-10%	/	3.3%	8	-7
CCC(=O)NC(Nc1ncc(C)s1)(C(=O)OC)C(F)(F)F (stereo not given)	6%	-10%	1	2	-1%	11	0%	9%	0.1%	3	36
O=C(CSc1ccccc1)NC1CCCCCC1	0%	10%	2	18	-7%	-3	-1%	?	-0.9%	6	-7
COc1ccc(CNC(N)=O)cc1OC	2%	3%	1	-12	4%	-18	5%	11%	-0.7%	-1	2
c1ccc(COCCC2CO2)cc1 (stereo not given)	1%	1%	2	/	/	/	-1%	6%	-0.5%	2	/

Next part, starting with the last 2 of the part before.
SMILES	PKM2 activator	Menin MLL FP TR	FBPA coupling cs	hERG WT inh	GALK inhibitor	Giardia killer	USP2a inh	CXXC DNA block	B2AR arrestin	TRPV1 agonist	KCNH2 3.1 block
COc1ccc(CNC(N)=O)cc1OC	2%	3%	1	-12	4%	-18	5%	11%	-0.7%	-1	2
c1ccc(COCCC2CO2)cc1 (stereo not given)	1%	1%	2	/	/	/	-1%	6%	-0.5%	2	/
CCOC(=O)N1CCN(c2c(-c3ccccc3)c3cc(Cl)ccc3[nH]c2=O)CC1	16%	?	6	-1	-4%	4	3%	8%	0.0%	-3	-18
CN(c1cccc(NC(=O)c2ccc(Cl)c(S(=O)(=O)Nc3ccccc3)c2)c1)S(C)(=O)=O	-15%	?	2	-2	0%	-6	-1%	8%	0.3%	7	-13
COc1ccc(CNC(=O)c2csc(Cc3ccc(Cl)cc3)n2)cc1	-1%	/	-1	-1	0%	3	-2%	-4%	-0.2%	/	-21
COc1ccccc1C(=O)NCCC(=O)NCc1ccncc1	/	/	/	6	/	-4	0%	/	0.2%	-1	-19
Cc1cccc(OCC(=O)N(C)CCc2ccccn2)c1	2%	/	-1	-3	0%	14	2%	4%	0.5%	1	-1
O=C(C[C@@H]1C/C=C\CCC(=O)OC[C@@H]2CCCN2C1=O)N[C@@H](CO)Cc1ccccc1	/	/	/	-6	/	8	2%	/	-3.8%	/	12
CCOC(=O)COc1c(Br)cc(C2NC(=O)NC(C)=C2C(C)=O)cc1OC (stereo not given)	-5%	-5%	-2	-2	-19%	-3	1%	-10%	-1.1%	-2	4
COc1cc2ccccc2cc1C(=O)Nc1ccccc1C	2%	0%	0	6	2%	-25	-1%	8%	-1.2%	4	5
CC1CCCCC1NC(=O)Cn1cnc2ccccc2c1=O (stereo not given)	1%	6%	1	-6	1%	-2	0%	10%	0.2%	-2	2
O=C(Nc1ccc(Cl)cc1)N1CCSc2ccccc21	-15%	23%	0	4	3%	-4	3%	0%	-0.8%	20	-20
Cn1cc([N+](=O)[O-])c(C(=O)Nc2sc3c(c2C#N)CCC3)n1	/	/	/	2	0%	?	5%	-4%	0.3%	6	4
CC1(OC(=O)c2cccs2)C(=O)C=C2C=C3CCCN3C=C2C1=O (stereo not given)	1%[11.5 µM]	-8%[11.7 µM]	-19&-23	-1	-2%	3	-7%	1%	0.0%	-3	-1
N=C1C(c2nc3ccccc3s2)=C(O)CN1c1ccccc1	8%	?	1	5	-1%	1	6%	8%	0.0%	?	3
O=C(N/N=C/C(Br)=C/c1ccccc1)c1cccnc1	6%	/	1	-2	-4%	-10	8%	55%[activator]	6.8%	16	6
N#Cc1ccccc1NC(=O)CN1CCN(Cc2ccccc2)CC1	/	-5%	-1	43	-2%	5	4%	-2%	-0.5%	1	15
COc1ccc(CCN(C(=O)COc2ccccc2)c2nc(-c3ccccc3)cs2)cc1OC	-5%	-2%	2	-2	3%	-17	1%	-3%	0.1%	0	-7
Cn1cc(CNCc2ccccc2OCC(O)CN2CCc3ccccc3C2)cn1 (stereo not given)	4%	?	2	31	1%	8	-7%	-1%	-0.8%	1	13
CC1=C(C(=O)NCc2ccc(Cl)cc2)C2(CCC(C)CC2)OC1=O (stereo not given)	-4%	/	1	-6	/	-20	4%	1%	-0.8%	8	2
Cc1cc(=O)oc2c3c(cc(OCC(=O)NCCN4CCOCC4)c12)OC(C)(C)CC3	2%	-2%	1	3	/	-8	-2%	6%	-0.2%	9	-4
O=C(COc1ccc([N+](=O)[O-])cc1Cl)N1CCOCC1	-2%	0%	2	4	1%	1	1%	7%	-1.3%	12	1

As entered above:
`Cn1cc(CNCc2ccccc2OCC(O)CN2CCc3ccccc3C2)cn1` (stereo not given) in Giardia killer shows 8
`N#Cc1ccccc1NC(=O)CN1CCN(Cc2ccccc2)CC1` in Giardia killer shows 5

Additional compounds.
SMILES	PKM2 activator	Menin MLL FP TR	FBPA coupling cs	hERG WT inh	GALK inhibitor	Giardia killer	USP2a inh	CXXC DNA block	B2AR arrestin	TRPV1 agonist	KCNH2 3.1 block
Cc1ccc(S(=O)(=O)CCSc2nc(C)cc(C)c2C#N)cc1	25µM*	21%	0	-5	-1%	-5	3%	2%	-0.4%	13	-1
COc1ccc([N+](=O)[O-])cc1NC(=O)Cc1ccccc1Cl	20%	3%	-2	4	2%	0	2%	2%	-0.2%	4	3
COc1cc(OC)c(OC)cc1/C=N/Nc1nc2ccccc2[nH]1	-1%	/	1	1	-1%	6	-1%	-19%	0.4%	0	-8
COC(=O)Nc1nn(-c2ccc(OC)cc2)c(=O)c(C#N)c1C	/	1%	1	1	2%	2	1%	4%	0.3%	0	5
CCCCN(CCCC)S(=O)(=O)c1ccc(NC(=O)Cc2cccs2)cc1	-4%	/	-1	2	-2%	1	-19%	7%	-0.7%	?	2
Cn1c(COc2ccc(Br)cc2)nnc1SC1CCc2ccccc2C1=O (stereo not given)	-3%	0%	-57*	-2	-2%	-3	0%	-1%	-0.5%	12	-12
Cc1nn(C)cc1CNC(=O)c1cccc(F)c1	-4%	1%	-1	-3	-1%	-7	3%	6%	0.4%	0	25
Cc1cc(N2CCN(C)CC2)n2nc(-c3ccc(Cl)cc3)nc2n1	0%	-22%	7	14	-2%	-1	6%	14%	-0.5%	14	2

Assay outcomes as filed in PubChem BioAssay.
